# RAD54 branch – RAD54 (human) branch migration inhibition; 0.14% of 360,000 active; Q92698; RAD54 Holliday junction branch migration, FAM/BHQ fluorescence; AID 602329; inhibition, % at 10.4 µM;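 active = mean normalized replicate activity at least 40 and at least half of replicates scoring 40 or more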;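 note: 0% = median of neutral control wells and 100% = median of positive control wells; inhibitors cause a drop in the FAM fluorescence signal; in these data hits start at about 50%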
# ERp5 inh – blocks human ERp5 reductase activity on insulin. inhibition, % at 9.99 µM. ERp5 insulin aggregation, absorbance 650 nm, 90 min. 0.05% of 350,000 active. AID 651711. Q15084;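 active = mean replicate inhibition above about 25%, with every replicate also reaching it, limit read from the data, passing the limit was not always enough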
# Target sequence (Q15084 whole entry, looked up): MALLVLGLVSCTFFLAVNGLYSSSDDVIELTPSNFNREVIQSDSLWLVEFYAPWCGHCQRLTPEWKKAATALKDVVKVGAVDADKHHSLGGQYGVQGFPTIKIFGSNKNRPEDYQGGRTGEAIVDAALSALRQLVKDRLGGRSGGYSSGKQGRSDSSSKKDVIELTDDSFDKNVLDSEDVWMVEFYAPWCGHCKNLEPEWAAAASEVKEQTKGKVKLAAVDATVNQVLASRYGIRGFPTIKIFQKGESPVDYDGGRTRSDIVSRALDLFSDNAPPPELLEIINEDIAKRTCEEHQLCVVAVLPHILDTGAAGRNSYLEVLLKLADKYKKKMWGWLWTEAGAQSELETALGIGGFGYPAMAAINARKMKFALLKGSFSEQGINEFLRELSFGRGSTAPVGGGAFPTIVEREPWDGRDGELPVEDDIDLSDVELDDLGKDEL
# esBAF inh – inhibitors of esBAF chromatin remodeling in mouse ES cells | Bmi1-luciferase knock-in reporter, 24 h; 100% = twice the neutral-well signal | reporter increase, % at 12.5 µM | 2% of 350,000 active | AID 602393; in the data active = activation above about 40%;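 note: 0% = median of the plate's neutral control wells and 100% = double that signal; a rise in the Bmi1 reporter signal indicates esBAF inhibition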
# CASP6 VEID inh – inhibitors of human caspase-6; AID 686996; purified caspase-6, Z-VEID-R110 cleavage fluorescence; inhibition, % at 12.5 µM; 0.53% of 350,000 active; P55212;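 active = mean inhibition across replicates at least about 35%, with every replicate also reaching that limit, limit read from the data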;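 note: 0% = median of neutral control wells and 100% = no fluorescence left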
# PglD DTNB – blocks C. jejuni PglD acetyltransferase activity; purified PglD enzyme, DTNB colorimetric CoA detection; inhibition, % at 12.5 µM; 0.098% of 360,000 active; in the data active = inhibition above about 16%, passing the limit was not always enough; note: strong numbers were not always called active
# ARNT-TACC3 inh – disrupts binding between human ARNT and TACC3 | inhibition, % at 9.99 µM | 0.66% of 390,000 active | AlphaScreen His-ARNT PAS-B/GST-TACC3 binding, luminescence; TACC3 fragment carries E629A point mutation | AID 623870;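 active = mean inhibition of replicates at least 50% and at least half of replicates each reaching 50%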;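 note: 0% = complete ARNT plus TACC3 wells and 100% = ARNT alone without TACC3; many hits fall short of the cut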
# RAD52 anneal inh – blocks human RAD52 DNA annealing; P43351; recombinant RAD52 DNA annealing, FRET fluorescence; inhibition, % at 18.7 µM; 0.46% of 360,000 active;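 active = every replicate showing at least 50% inhibition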
# Target sequence (P43351 whole entry, looked up): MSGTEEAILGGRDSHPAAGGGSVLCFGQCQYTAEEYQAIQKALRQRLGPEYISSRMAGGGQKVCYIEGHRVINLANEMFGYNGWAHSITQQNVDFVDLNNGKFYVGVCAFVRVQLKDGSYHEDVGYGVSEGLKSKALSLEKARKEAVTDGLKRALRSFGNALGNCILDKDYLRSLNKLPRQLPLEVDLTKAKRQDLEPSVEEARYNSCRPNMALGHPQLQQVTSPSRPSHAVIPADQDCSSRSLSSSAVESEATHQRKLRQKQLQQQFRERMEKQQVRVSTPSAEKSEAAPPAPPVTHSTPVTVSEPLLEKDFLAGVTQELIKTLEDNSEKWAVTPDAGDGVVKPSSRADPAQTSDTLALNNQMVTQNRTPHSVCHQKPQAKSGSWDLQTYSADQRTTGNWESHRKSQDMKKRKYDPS
# E-selectin induc – E-selectin induction on HUVECs. HUVEC E-selectin immunofluorescence imaging; normalized: neutral wells 0, TNF-alpha wells 100. P16581. 0.37% of 260,000 active. activation, % at 7.58 µM;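 active = mean E-selectin-positive cell signal at least 10% of the positive control, reached in at least 60% of replicates, without over 20% cell loss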;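 note: in these data hits start at about 27%; measured in HUVEC primary endothelial cells; signal is the percent of cells scored E-selectin positive by PE staining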
#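 Read-out basis: % PE-positive cells; Test system: HUVEC primary endothelial cells; Technique: immunofluorescence imaging; Dosing: single-point compound dose.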
# * = called active by the depositor; . = not tested or not shown; & = joins results of further samples.
SMILES,RAD54 branch,ERp5 inh,esBAF inh,CASP6 VEID inh,PglD DTNB,ARNT-TACC3 inh,RAD52 anneal inh,E-selectin induc
COc1cccc(C2/C(=C(/O)c3ccc(F)cc3)C(=O)C(=O)N2CCN(C)C)c1 (centres undefined),3,.,1,.,-3,-4,.,.
O=C1CC2(CCCC2)Oc2ccc(F)cc21,-8,-2,4,-2,-2,0,-9,-0.1
CC(CNC(=O)Cn1ccc(NC(=O)OCc2ccccc2)nc1=O)c1ccccc1 (centres undefined),5,4,2,-2,-4,-6,3,0.1
Cc1ccn2cc(CC(=O)O)nc2c1,-5,-3,-4,22,-1,2,-17,.
CO[C@H]1CN(C)C(=O)c2cc(NC(=O)C3CC3)ccc2OC[C@H](C)N(Cc2ccccc2)C[C@@H]1C,2,-2,3,0,-2,-3,8,0.0
O=C(N=Nc1c(O)[nH]c2ccc(Br)cc12)c1ccco1,5,5,60*,-4,-6,.,-3,-0.1
CN(C)S(=O)(=O)N1CCCC(C(=O)c2ccc(-c3ccccc3)cc2)C1 (centres undefined),.,-9,.,-3,.,13,-6,1.1
CC12CCC(c3nnc(SCC(=O)Nc4cccc5ccccc45)nc31)C2(C)C (centres undefined),2,.,-3,.,2,7,.,.
CC(Nc1nc(N2CCNCC2)nc2ccccc12)c1ccccc1 (centres undefined),.,7,.,-1,.,8,7,1.2
CN1C(=O)NC2C1N(S(C)(=O)=O)CCN2S(C)(=O)=O (centres undefined),-11,.,-10,.,-2,3,.,.
CCCN(Cc1ccccc1)C(=S)Nc1ccc(SC(F)F)cc1,9,0,11,3,-1,-4,-9,-0.2
CCOc1cc(C2C(C(=O)c3ccc(C)cc3)=C(C(=O)OC)Nc3nnnn32)ccc1O (centres undefined),1,.,-7,.,-30,-4,.,.
COc1cccc(C(C(=O)NC2CCCCC2)N(C(=O)c2csnn2)C2CC2)c1 (centres undefined),6,0,.,0,0,-2,-11,0.1
CC(=O)c1sc2nc(SCC(=O)NCCc3ccccc3)[nH]c(=O)c2c1C,-6,-1,.,6,3,23,-37,-0.4
Cc1cc2nnc(SCC(=O)N3CCN(c4ccccc4)CC3)n2c(N)n1,-1,.,-1,.,3,-1,.,.
C=CCC(=O)NC(C)c1cnn(-c2ccccc2C)c1C (centres undefined),-4,7,-7,0,15,-3,-5,0.0
CCCNC(=O)Nc1ccc2c(c1)C(=O)N(C)[C@@H]1CC[C@@H](CC(=O)OC)O[C@H]1CO2,3,-4,-2,3,2,1,-8,-0.1
COc1ccc(CN(C)CC(=O)Nc2cccc(S(=O)(=O)N3CCCC3)c2)cc1F,-1,-6,-10,-8,1,4,-48,0.3
O=C(C1CCCC1)N1CCCC(Nc2ccccc2)C1 (centres undefined),-9,3,-2,-1,3,-4,-13,0.0
CCC(C)[C@H](NC(=O)NCCCc1ccccc1)C(=O)OC (some centres undefined),6,-11,-6,4,-6,-14,-10,.
COc1ccc(S(=O)(=O)N(C)C2(C)CCS(=O)(=O)C2)cc1OC (centres undefined),.,-2,-5,-8,.,-1,-6,.
Fc1ccc(CNCC2CCCO2)cc1 (centres undefined),0,-2,-2,-3,4,3,-14,.
CC(=O)Nc1cccc(NC(=O)C(=O)NCC(c2ccco2)N2CCc3ccccc3C2)c1 (centres undefined),-9,2,-2,4,1,-2,-3,.
COc1ccc(-c2nnc(SCC(=O)N3c4ccccc4Sc4ccccc43)o2)cc1,1,.,-3,.,-2,-7,.,.
COCc1cc(C)n(CC(=O)Nc2ccc(N3CCOCC3)c(Cl)c2)c(=O)c1C#N,-5,1,-2,-2,-1,6,-4,.
Cc1ccc(NC(=S)N(CCCN2CCOCC2)Cc2ccco2)cc1C,-4,3,4,-8,-5,-4,-11,.
COc1ccc([N+](=O)[O-])cc1NC(=O)COC(=O)C1CC1,.,-4,.,2,.,-6,-3,4.4
O=C(NCCN1CCC(n2c(=O)[nH]c3ccccc32)CC1)c1ccc(Cl)cc1,.,4,.,-4,.,.,8,0.2
COCCN1CCC(CNCc2cn[nH]c2-c2ccc(C)c(C)c2)C1 (centres undefined),8,2,-2,-79,-4,10,-56,-0.1
COCCNC(=O)CC(NS(=O)(=O)c1ccc(NC(C)=O)cc1)C(C)C (centres undefined),-8,.,-7,.,2,-5,.,.
COc1cc(C(=O)N2CCN(c3ccc(C)cc3C)CC2)cc(OC)c1OC,12,-2,-14,1,-4,-11,-1,0.8
CN1C(=O)c2cc(NC(=O)C3CC3)ccc2OC[C@H]2O[C@@H](CC(=O)O)CC[C@@H]21,.,1,.,37*,.,.,25,0.0
Cc1noc(C)c1NC(=O)N(C)C[C@H]1Oc2c(NC(=O)c3cnccn3)cccc2C(=O)N([C@@H](C)CO)C[C@H]1C,-2,3,-3,2,-2,7,4,-0.2
CC(C)NC(=O)N(C)C[C@@H]1OCCCC[C@@H](C)Oc2ccc(NS(=O)(=O)c3ccc(F)cc3)cc2C(=O)N([C@H](C)CO)C[C@@H]1C,-2,0,-1,-1,-4,-1,8,0.1
COc1ccc(-c2cc(C(=O)Nc3cccnc3)c3ccccc3n2)cc1OC,-2,-3,10,7,11,-2,4,0.3
CC(C)(C)N1CC(c2nc3ccccc3n2Cc2ccccc2)CC1=O (centres undefined),-4,-3,-8,1,1,2,-3,.
Cc1ncc(CN2CCN(Cc3ccccc3)C(CCO)C2)s1 (centres undefined),9,0,8,1,5,-5,-13,.
CC(=O)c1cccc(OCC(=O)NC2CCCCCC2)c1,-9,-1,25,7,-2,-5,0,5.8
Cc1ccc(C)c(C(=O)NCc2ccncc2)c1,-12,.,-3,.,-3,6,.,.
O=C(N[C@@H]1C=C[C@H](CC(=O)N2CCc3ccccc3C2)O[C@H]1CO)C1CCC1,7,-3,0,-5,-2,13,-6,-0.2
O=C(C[C@H]1CC[C@@H](NC(=O)Nc2ccc(F)cc2)[C@@H](CO)O1)NCc1ccccn1,8,-3,1,-3,-4,7,-10,-0.2
O=C(C1CCCC1)N1CC2(C1)[C@@H](c1ccccc1)[C@@H](CO)N2CC1CCCC1,.,-2,.,-1,.,.,-67,0.0
COc1cc(NC(=O)c2ccccc2Cl)ccc1NC(=O)c1cccs1,.,-2,.,3,.,-2,-7,-0.1
CCCN(C)C[C@H]1Oc2cc(-c3ccccc3F)ccc2S(=O)(=O)N([C@@H](C)CO)C[C@H]1C,4,-1,-3,0,1,-6,10,-0.3
Cn1c(N)c(C(=O)c2ccc(Oc3ccccc3)cc2)c(=O)n(C)c1=O,.,5,.,-2,.,0,-22,.

# Among those listed so far, two have a COOH group:
SMILES,RAD54 branch,ERp5 inh,esBAF inh,CASP6 VEID inh,PglD DTNB,ARNT-TACC3 inh,RAD52 anneal inh,E-selectin induc
Cc1ccn2cc(CC(=O)O)nc2c1,-5,-3,-4,22,-1,2,-17,.
CN1C(=O)c2cc(NC(=O)C3CC3)ccc2OC[C@H]2O[C@@H](CC(=O)O)CC[C@@H]21,.,1,.,37*,.,.,25,0.0

# New compounds follow:
SMILES,RAD54 branch,ERp5 inh,esBAF inh,CASP6 VEID inh,PglD DTNB,ARNT-TACC3 inh,RAD52 anneal inh,E-selectin induc
COc1ccc(C2CC(c3ccncc3)=NN2c2ccc(S(N)(=O)=O)cc2)cc1 (centres undefined),-2,1,83*,1,-12,-20,-363,-0.8
C[C@@H]1CN([C@H](C)CO)C(=O)c2cc(NC(=O)Nc3ccc(F)cc3)ccc2O[C@@H](C)CCCCO[C@@H]1CN(C)Cc1ccc(C(=O)O)cc1,1,-3,1,0,-2,3,27,0.0
CCn1cc(C2=NOC(C(=O)Nc3cc(OC)c(Cl)cc3OC)C2)c(C)n1 (centres undefined),-3,.,14,.,-5,-6,.,.
Cc1oncc1C(=S)Nc1ccccc1,-3,.,-2,.,4,-1,.,.
Cc1nc(NC(=O)C2CC2)sc1C(=O)N1CCCCC1,0,.,-3,.,0,-1,.,.
C[C@@H]1CN([C@@H](C)CO)C(=O)c2cc(NC(=O)Nc3ccccc3)ccc2O[C@@H](C)CCCCO[C@H]1CN(C)Cc1ccncc1,-5,-2,.,-3,-2,9,1,0.0
CCCn1c(SCC(=O)N2c3ccccc3Sc3ccccc32)nc2c1c(=O)n(C)c(=O)n2C,-10,.,27,.,8,-15,.,.
CCN(CC)C(=O)c1scc2c1OCCO2,-8,.,-2,.,2,-4,.,.
CC(C)NC(=O)Nc1ccc2c(c1)C(=O)N([C@@H](C)CO)C[C@@H](C)[C@H](CN(C)C)O2,3,-2,7,-5,5,-2,-7,-2.7
CCCC(=O)Nc1ccc(C(=O)NN=C(C2CC2)C2CC2)cc1,-9,1,4,-1,-8,-4,-12,0.9
O=C(NCCn1cc(SCc2ccccc2F)c2ccccc21)c1c(F)cccc1F,3,1,14,-1,-1,-4,-4,0.0
Cc1cccc(S(=O)(=O)N2C[C@H](O)COC[C@@H]3O[C@@H](CC(=O)N4CCN(C)CC4)CC[C@H]32)c1,-13,-1,-5,-1,0,3,13,0.0
COc1ccc(OC)c(C(c2nnnn2C2CCCC2)N2CCc3ccccc3C2)c1 (centres undefined),1,.,-21,.,6,-3,.,.
COc1ccc(NC(=O)c2cccc(S(=O)(=O)N3CCCCCC3)c2)cc1,5,12,-3,.,-4,0,-4,0.0
Cc1cccc(NC(=O)Nc2nnc([C@@H]3C[C@H](O)[C@@H](CO)O3)s2)c1,1,4,12,2,4,.,-6,0.7

# By substructure, those above with two or more sulfur atoms
SMILES,RAD54 branch,ERp5 inh,esBAF inh,CASP6 VEID inh,PglD DTNB,ARNT-TACC3 inh,RAD52 anneal inh,E-selectin induc
CN1C(=O)NC2C1N(S(C)(=O)=O)CCN2S(C)(=O)=O (centres undefined),-11,.,-10,.,-2,3,.,.
CCCN(Cc1ccccc1)C(=S)Nc1ccc(SC(F)F)cc1,9,0,11,3,-1,-4,-9,-0.2
CC(=O)c1sc2nc(SCC(=O)NCCc3ccccc3)[nH]c(=O)c2c1C,-6,-1,.,6,3,23,-37,-0.4
COc1ccc(S(=O)(=O)N(C)C2(C)CCS(=O)(=O)C2)cc1OC (centres undefined),.,-2,-5,-8,.,-1,-6,.
COc1ccc(-c2nnc(SCC(=O)N3c4ccccc4Sc4ccccc43)o2)cc1,1,.,-3,.,-2,-7,.,.
CCCn1c(SCC(=O)N2c3ccccc3Sc3ccccc32)nc2c1c(=O)n(C)c(=O)n2C,-10,.,27,.,8,-15,.,.

# (continued)
SMILES,RAD54 branch,ERp5 inh,esBAF inh,CASP6 VEID inh,PglD DTNB,ARNT-TACC3 inh,RAD52 anneal inh,E-selectin induc
COC(=O)c1ccc(CSc2nnnn2-c2ccc(C)cc2C)o1,10,6,4,4,7,-1,-17,.
COc1ccc(NS(=O)(=O)c2cccc(C(=O)N/N=C/c3ccc(O)cc3)c2)cc1,-5,0,-2,-5,1,2,7,-0.3
Cc1cccn2c(=O)c(/C=C(\C#N)C(=O)NC3CCS(=O)(=O)C3)c(N3CCC(C(N)=O)CC3)nc12 (centres undefined),.,-7,.,0,.,-4,-25,.
CNS(=O)(=O)c1cnccc1N1CCN(C)CC1,-1,.,-3,.,2,-1,.,.
Cc1ccc(OCCC(=O)Nc2ccc3c(c2)OCO3)cc1,5,-6,-1,2,-2,-4,-16,.
COC(=O)C1=C(C)N(c2ccc(F)c(Cl)c2)C(=O)C1,-22,.,-2,.,-4,-3,.,.
C[C@@H]1CN([C@H](C)CO)C(=O)c2cccc(NC(=O)Nc3ccccc3)c2O[C@@H]1CN(C)Cc1ccc(-c2ccccc2)cc1,13,2,-2,.,1,-2,21,1.2
COc1ccc(C(=O)CC(CC(=O)c2ccc(OC)cc2)C(=O)O)cc1,0,-2,0,-1,-5,2,-15,0.0
CCOC(=O)N1CCN(C(=O)c2ccc(OC(C)=O)cc2)CC1,1,0,3,-5,-2,1,-9,.
Cc1ccccc1NC(=O)c1ccc2c(c1)N(C)CCS2,-7,0,80*,-1,6,1,-8,-0.1
Cc1ccc(S(=O)(=O)N2[C@@H](c3ccc(Cl)cc3)C(C(=O)O)=CC[C@H]2c2ccc3c(c2)OCO3)cc1,2,-1,3,3,6,-3,-3,0.1
C[C@]12c3[nH]c4ccccc4c3CCN1C(=O)C(CC(=O)NCCC1=CCCCC1)C[C@@H]2C(=O)N1CCCCC1 (some centres undefined),10,0,4,0,-2,-8,-6,-0.1
CN(C)CC(=O)N[C@@H]1CC[C@H](CCn2cc(CN(C)C)nn2)O[C@@H]1CO,1,-1,-5,-2,2,-29,-7,-0.4&-1.3

# High-throughput results as filed in PubChem.
